Bioassay records as filed in PubChem.
MC4R barr agon – activates human MC4R beta-arrestin recruitment. P32245. activation, % at 8.9 µM. AID 540308. actives 0.98% (n = 360,000). U2OS MC4R beta-arrestin complementation, luminescence; percent of melanotan II response, DMSO zero;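 active means activation above a per-plate cutoff, the mean activation of sample wells on that plate plus 3 SD, cut at about 8% in these data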
Target sequence (P32245 whole entry, looked up): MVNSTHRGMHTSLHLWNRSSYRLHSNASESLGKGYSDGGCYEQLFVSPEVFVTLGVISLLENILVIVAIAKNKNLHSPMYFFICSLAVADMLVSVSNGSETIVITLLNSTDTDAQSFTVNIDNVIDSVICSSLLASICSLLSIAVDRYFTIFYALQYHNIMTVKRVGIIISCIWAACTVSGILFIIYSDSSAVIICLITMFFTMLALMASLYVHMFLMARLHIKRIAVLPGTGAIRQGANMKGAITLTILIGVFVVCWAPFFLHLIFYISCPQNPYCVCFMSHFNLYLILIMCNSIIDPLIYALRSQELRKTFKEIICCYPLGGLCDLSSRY
TLR9-MyD88 inh – blocks human TLR9 binding to MyD88 | Q9NR96+Q99836 | CHO BLA complementation TLR9-MyD88, CCF4 FRET ratio | inhibition, % at 4.98 µM | actives 0.21% (n = 340,000) | AID 504734;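 active means inhibition above the mean over all tested compounds plus 3 SD, cut at about 21% in these data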;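 further: 0% = DMSO only wells and 100% = clavulanate BLA inhibitor control wells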
aDG glyco act – increases alpha dystroglycan glycosylation. actives 0.22% (n = 360,000). Pro5-aDG cells, alpha-DG glycosylation AlphaScreen (IIH6); 0% Pro5, 100% B10-LARGE cell signal. activation, % at 10 µM;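 active means activation of at least 8% versus controls, or a plate z-score of at least 8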;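 further: Pro5 are CHO cells carrying HIG-tagged alpha-DG that lacks glycosylation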
ABCB6 inh 2 – human ABCB6 transporter inhibition. Q9NP58. K562-ABCB6 porphyrin accumulation, flow cytometry, 1 h; stronger effect = lower value. fluorescence ratio to DMSO, % at 10 µM. actives 0.19% (n = 360,000). AID 602162;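 active means fluorescence ratio to DMSO below 75%, the collection mean minus 3 SD; inconclusive means too few cells collected in the well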;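 further: signal is porphyrin accumulated inside mitochondria; 100% equals median channel fluorescence of DMSO control wells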
ABHD5 PLIN5 PPI – inhibitors of human ABHD5-perilipin-5 interaction; Split G. princeps luciferase complementation, luminescence, 4 h; AID 602281; inhibition, % at 4 µM; actives 0.78% (n = 360,000);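 active means inhibition above the mean inhibition across every tested compound plus 3 SD, cut at about 22% in these data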;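 further: 0% = DMSO only wells and the 100% control is not disclosed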
MC4R antagonist – human MC4R antagonism in cAMP assay. MC4R-expressing cells, MTII-stimulated cAMP, LANCE TR-FRET. inhibition, % at 6.5 µM. actives 0.48% (n = 360,000);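 active means inhibition above its plate's cutoff, the mean of tested wells on that plate plus 3 SD, cut at about 29% in these data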;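 further: 0% = Melanotan II alone and 100% = Melanotan II plus saturating MCL0020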
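System: U2OS-MC4R stable cell line; Technique: Eu-cAMP/anti-cAMP TR-FRET, emission 671 nm; Repeats: single well per compound; Also added: Melanotan II; Dosing: one concentration, 6.5 µM nominal; Schedule: 30-min compound, 1-h challenge, 1-h detection, room temperature.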
NOD2 RIPK2 PPI – inhibitors of human NOD2-RIPK2 interaction. inhibition, % at 4.98 µM. actives 0.38% (n = 360,000). AID 624267. CHO BLA complementation NOD2-RIPK2, CCF4 ratio. O43353; in the data active means inhibition above about 21%;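 further: 0% = vehicle only and 100% = reference blocker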
Target sequence (O43353 whole entry, looked up): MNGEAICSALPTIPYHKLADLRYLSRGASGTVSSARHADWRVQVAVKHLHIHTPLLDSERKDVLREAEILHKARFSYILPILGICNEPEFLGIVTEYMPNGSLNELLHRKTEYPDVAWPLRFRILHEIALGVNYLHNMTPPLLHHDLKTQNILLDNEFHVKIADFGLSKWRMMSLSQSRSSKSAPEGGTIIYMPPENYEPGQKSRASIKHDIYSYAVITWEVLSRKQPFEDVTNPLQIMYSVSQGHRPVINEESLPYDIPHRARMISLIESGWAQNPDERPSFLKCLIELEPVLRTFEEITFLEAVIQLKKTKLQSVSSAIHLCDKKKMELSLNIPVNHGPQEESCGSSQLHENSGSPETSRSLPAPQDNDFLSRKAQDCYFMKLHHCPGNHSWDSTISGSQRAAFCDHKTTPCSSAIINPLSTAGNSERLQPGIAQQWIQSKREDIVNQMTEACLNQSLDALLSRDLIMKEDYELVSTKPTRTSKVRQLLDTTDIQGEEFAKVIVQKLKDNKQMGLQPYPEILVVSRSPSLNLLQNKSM
Vif inh – blocks HIV Vif function. actives 0.35% (n = 340,000). HEK293T cells, Vif self-association by quenched fluorescence, imaging, 24 h. inhibition, % at 7.49 µM; in the data active means inhibition above about 50%, passing the limit was not always enough; inconclusive means no clear call, values can overlap the other calls; inactive means below about 31%; further: some results filed as inactive read as strong as hits
N-glyco inh – blocks N-linked glycosylation in D54 reporter cells; actives 0.23% (n = 360,000); D54 ERlucT glycosylation luciferase reporter, 24 h; percent of 100 nM tunicamycin response; AID 588692; reporter increase, % at 12.5 µM;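 active means mean luciferase reporter signal, scaled so untreated is 0 and the glycosylation-blocking control 100, at or above a set limit in every replicate; inconclusive means mean reaches the limit but not every replicate does; inactive means mean below the limit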;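 further: luciferase carries N-glycosylation sites so blocking glycosylation raises the light; 0% = median of neutral control wells and 100% = median of 100 nM tunicamycin wells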
Granule exo inh – blocks lytic granule exocytosis; actives 0.66% (n = 360,000); TALL-104 LAMP-1 surface exposure, flow cytometry; cells stimulated with thapsigargin and PMA; inhibition, % at 10 µM;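 active means inhibition above about 55%, limit read from the data; inconclusive means no clear call, values can overlap the other calls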
* hit, by the source's call; ? = inconclusive; . = no result given.

SMILES	MC4R barr agon	TLR9-MyD88 inh	aDG glyco act	ABCB6 inh 2	ABHD5 PLIN5 PPI	MC4R antagonist	NOD2 RIPK2 PPI	Vif inh	N-glyco inh	Granule exo inh
Cn1c(SCC(=O)c2ccc(F)cc2)ncc(C(=O)Nc2ccccc2)c1=O	-0.2	-5	0.2	99	8	0	1	3	36*	-3
COc1cccc(C(=O)Nc2cc(NC(=O)c3cccs3)ccc2C)c1	-2.4	-4	-0.1	102	1	-1	-17	-3	-8	-2
CCOC(=O)c1sc(NC(=O)c2cc(-c3ccc(C)cc3)nc3ccccc23)c(C#N)c1C	-2.0	0	-0.2	100	0	2	4	-40	-12	-6
O=C(NC1CCCCCCC1)c1cc(-c2ccccn2)nc2ccccc12	-1.2	-4	0.2	90	1	-3	-2	-6	-3	6
O=C(/C(C=Nc1ccc(Br)cc1)=C(/O)c1ccco1)C(F)(F)F	-1.3	3	-0.3	92	-5	7	-1	3	-15	-2
S=C1NC2=C(C(c3ccc(Br)cc3)N1)N1CCC2CC1 (configuration not stated)	-1.9	-11	0.1	84	-2	3	-1	13	16	2
CC(C)(C)c1ccc(SC2=C[C@@]3(O)CC[C@@H](O)[C@@](Sc4ccc(C(C)(C)C)cc4)(C2=O)[C@H]3O)cc1	.	.	0.5	276	-14	.	-3	.	.	11
COc1cccc(/C=N/NC(=O)c2nnn(-c3nonc3N)c2C(C)C)c1OCc1ccc(F)cc1	2.3	-2	-0.5	87	-4	11	-5	-9	-8	-2
OCCNCCCOc1ccc(Cl)cc1Br	1.9	-7	0.4	104	0	7	4	-6	1	3
CCOC(=O)CNC(=O)c1sc(NC(=O)c2ccccc2)nc1C	0.9	-9	0.0	101	8	13	-10	-5	1	0
CCCCCCCCN1C(=O)[C@H](CC(=O)NCc2ccc(C)o2)C[C@@]2(C(=O)OCC)CCC=C12	.	.	-0.1	.	31*	.	-3	.	.	0
COc1ccc(C(=O)N(C)C2CCCN(Cc3ccccc3F)C2)cc1C (configuration not stated)	-0.1	2	-0.1	107	-3	-1	5	3	-1	0
CCOC(=O)N1CCC(Nc2nc(OC)nc(OC)n2)CC1	2.0	-5	0.4	91	-4	4	3	-5	0	-1
Cc1ccc(NNC(=O)c2ccno2)c(C)c1	0.9	-12	-0.1	96	-2	-1	0	7	2	-1
O=C(CN1CCOCC1)NNC(=S)Nc1ccccc1	-0.1	-10	-0.3	97	-2	9	0	0	0	-2
Cc1ccnn1-c1ccc(C(=O)OCC(=O)Nc2ccc(F)cc2)cc1	-0.9	-10	0.3	98	-2	15	4	-3	-1	4
COc1ccc2c(Cl)c(-c3nnco3)sc2c1	5.1	-8	0.4	115	-1	-4	-1	.	0	9
CC(C)NC(=O)N1CCC(c2nc3ccccc3s2)CC1	0.1	1	-0.1	98	1	10	-11	0	-1	-6
COC(=O)CCC(=O)OC1(C)C(=O)C2=CN(Cc3ccccc3)C(c3ccc(OC)cc3)=CC2=C(Br)C1=O (configuration not stated)	0.3	2	0.3	104	-8	8	1	5	2	1
CSc1cccc(NC(=O)CN(C)S(=O)(=O)c2ccc(C)cc2)c1	2.1	-6	0.0	102	-5	1	-8	?	-1	3
O=C(CSc1nc2ccccc2o1)N/N=C/c1ccco1	-1.0	1	0.0	100	-4	3	8	2	-3	1
C[C@H]1CN([C@@H](C)CO)S(=O)(=O)c2ccc(Br)cc2O[C@H]1CN(C)C(=O)Nc1ccccc1F	-0.5	5	-0.2	102	-10	16	-5	8	2	-4
Cc1ccc2[nH]c(C(=O)N3CCN(C=O)CC3)cc2c1	0.6	-13	-0.2	98	4	19	0	-15	3	-7
C[C@H](CO)N1C[C@H](C)[C@H](CN(C)C(=O)Nc2ccccc2)OCc2cnnn2CCCC1=O	-0.5	3	0.2	103	2	-2	-4	-3	2	-2
O=C(Nc1ccc(-c2nc3ccccc3o2)cc1)C1CCCO1 (configuration not stated)	-0.6	18	0.1	93	6	8	0	-8	-18	0
CCc1nc2c(OCCc3cccc(OC)c3)cccn2c1N(C)C(=O)c1ccc(OC)cc1	0.2	.	0.4	97	8	5	1	16	-3	0
COc1cccc(C(=O)C2CCCN(CC3=Cc4cc(OC)ccc4OC3)C2)c1 (configuration not stated)	1.0	7	-0.1	95	-2	7	-4	1	1	-3
Clc1ccc(CNC2CCCC2)cc1	-1.1	-5	0.2	89	1	7	-7	-1	-1	-1
Cc1cccc(-c2n[nH]c(=S)n2C)c1	-2.9	5	0.3	92	-13	-1	-7	9	0	6
CC1CNC(=S)N(c2ccccc2)C1=O (configuration not stated)	-1.4	-1	0.2	86	-1	-2	1	16	2	-7
Cc1ccc(C)c(C(=O)CCC(=O)Nc2ccc(N3CCN(C)CC3)cc2C)c1	-1.0	1	0.1	108	13	9	-9	0	7	-8
O=S(=O)(Nc1ncnc2sc3c(c12)CCC3)c1ccc2ccccc2c1	0.3	0	0.0	94	5	3	3	-9	0	0
COc1ccc(C)cc1NC(=O)Cn1c(=O)oc2ccccc21	0.1	5	-0.1	101	5	6	1	-1	4	1
Cc1cc(=O)[nH]c(-n2ncc(C#N)c2N)n1	0.8	9	0.1	97	-1	2	-1	-4	3	0
CCN1CCN(c2ccc(S(=O)(=O)N3CCOCC3)cc2NC(=O)c2ccc(C)cc2C)CC1	-1.8	-11	-0.3	100	8	3	-1	-2	-1	14
C[C@@H]1CN([C@H](C)CO)C(=O)CCCn2nncc2CO[C@H]1CN(C)S(=O)(=O)c1ccc2ccccc2c1	2.1	3	0.1	98	-3	3	-6	-2	3	0
COc1cc(C(=O)N2CCN(Cc3ccccn3)CC2)cc(OC)c1OC	-0.6	1	0.1	100	0	4	-1	.	1	16
COc1cc(NS(=O)(=O)c2ccc(NC(=O)CCC(=O)O)cc2)nc(OC)n1	0.7	4	-0.1	105	-3	1	-4	-9	1	-29
O=C(/C=C/c1ccccc1)CC(O)(c1ccccc1)C(F)(F)F (configuration not stated)	-1.2	-9	0.5	100	81*	2	15	-1	10	-1
Cc1ccc2c(c1)N(Cc1cccc(C#N)c1)C=NS2(=O)=O	-2.0	-1	0.1	97	4	2	5	6	0	-3

4 structures from above, arranged by length of the SMILES, high to low.
SMILES	MC4R barr agon	TLR9-MyD88 inh	aDG glyco act	ABCB6 inh 2	ABHD5 PLIN5 PPI	MC4R antagonist	NOD2 RIPK2 PPI	Vif inh	N-glyco inh	Granule exo inh
C[C@H](CO)N1C[C@H](C)[C@H](CN(C)C(=O)Nc2ccccc2)OCc2cnnn2CCCC1=O	-0.5	3	0.2	103	2	-2	-4	-3	2	-2
COc1ccc(C)cc1NC(=O)Cn1c(=O)oc2ccccc21	0.1	5	-0.1	101	5	6	1	-1	4	1
O=C(CSc1nc2ccccc2o1)N/N=C/c1ccco1	-1.0	1	0.0	100	-4	3	8	2	-3	1
Cc1cccc(-c2n[nH]c(=S)n2C)c1	-2.9	5	0.3	92	-13	-1	-7	9	0	6

Later entries
SMILES	MC4R barr agon	TLR9-MyD88 inh	aDG glyco act	ABCB6 inh 2	ABHD5 PLIN5 PPI	MC4R antagonist	NOD2 RIPK2 PPI	Vif inh	N-glyco inh	Granule exo inh
O=C(O)c1cc(=O)c2c(Cl)cc(Cl)cc2[nH]1	0.0	6	0.2	94	1	3	-4	1	-1	-7
Cc1c(C(=O)N/N=C/c2cccnc2)sc(N)c1C#N	-3.0	6	-0.1	101	1	6	-6	-11	40*	4
O=C(O)c1ccccc1C(=O)Nc1ccccc1	2.9	-4	-0.3	98	-8	-4	1	8	1	2
CCCNc1nc2nc3ccccn3c(=O)c2cc1C(=O)NCCN1CCOCC1	-0.9	-9	-0.1	95	-5	8	-16	13	3	-8
CN(Cc1ccc(Br)cc1)CC(O)COc1cccc(Br)c1 (configuration not stated)	0.0	-4	0.1	94	6	4	-13	-7	-3	52
COc1ccc(C(C)=O)cc1CSc1nc2nc(C)cc(C)n2n1	0.2	-10	-0.4	98	-8	6	5	-9	0	-8
Cc1cccc(NC(=O)N2CCCCCC2)c1C	-1.4	5	-0.2	98	-3	5	-2	-7	2	6
Clc1ccccc1Nc1nnc(-c2ccncc2)s1	-2.6	2	-0.1	76	0	6	2	-23	-20	-17
Cc1ccc(CNC(=O)C2CCN(S(=O)(=O)N3CCCC3)CC2)cc1	-2.5	0	-0.2	98	-4	-1	0	3	0	0
O=C(COc1ccccc1)Nc1sc2c(c1C(=O)NCc1cccnc1)CCCC2	7.5	3	-0.1	91	0	1	-8	14	-7	-2
CCN(CC)C(=O)CSC1c2ccccc2C(=O)N1c1ccccc1 (configuration not stated)	1.5	-3	-0.1	106	-10	-1	1	3	2	-1
[O-]/C(=C(\C(=S)NCCN1CCOCC1)[n+]1ccccc1)c1ccc(Cl)s1	-5.1	-5	0.0	91	-2	-3	-3	-5	2	-1
CC1CCCCC1NC(=O)NC(=O)COC(=O)c1nccnc1N (configuration not stated)	1.4	-12	0.1	96	-8	2	-5	3	1	-4
O=S(=O)(c1ccc(-c2cc(C(F)(F)F)on2)s1)N1CCCC1	-2.1	6	0.0	98	-1	-4	6	3	0	3
CN(C)c1ccc(C=NNc2nc3c([nH]2)c(=O)n(C)c(=O)n3C)cc1	-3.7	5	0.0	96	-2	-21	-2	4	3	0
COc1ccc(-c2ccc3ccccc3n2)cc1OC	-1.1	-2	1.8	94	-3	-9	-4	0	-4	2
COc1ccc(-c2oc(=O)c3cc(OC)c(OC)cc3c2-c2cc(F)cc(OC)c2)cc1	0.3	-14	-0.2	98	-6	3	-8	-5	1	-2
O=C(NCc1ccccc1)c1cc(C2COCCN2C(=O)c2cccs2)on1 (configuration not stated)	0.1	.	0.0	91	-4	0	-18	1	-1	3
C=CCn1cc(C(=O)OC)c(=O)c2cc(S(=O)(=O)N3CCCCCC3)ccc21	2.4	4	0.0	97	-3	-3	-8	-8	4	2
O=[N+]([O-])c1ccc(/C=C/c2ccncc2)cc1	-0.6	-15	0.1	98	-1	9	-16	0	0	33
Cc1ccc(C)c(NC(=O)CSc2c(C)n[nH]c2C)c1	-1.3	1	0.0	92	-3	1	-5	3	0	1
O=NN(C(=O)NCc1cccnc1)C1CCCCC1	.	.	-0.3	97	0	.	0	.	2	6
O=C(Nc1ccc(-c2noc(CCc3ccccc3)n2)cc1)c1cccnc1	1.0	-3	1.8	100	7	1	-5	23	-4	5
CCc1ccc(NC(=O)COC(=O)C2(c3ccc(Cl)cc3)CCCC2)cc1	3.3	6	1.4	98	2	12	-9	-16	-7	-11
COc1ccc(NS(=O)(=O)c2cccc(C(=O)NNC(=O)CN3C(=O)NC(C)(C)C3=O)c2)cc1	-2.4	0	0.2	102	2	9	-9	-10	0	-2
COCc1ccc([C@@H]2C[C@H]3CN(Cc4cccnc4)C(=O)[C@]34CCCN24)o1	0.6	-4	-0.1	96	-4	-2	1	5	4	-1
COc1cccc(C(=O)OCC(=O)NC23CC4CC(CC(C4)C2)C3)c1	3.4	-5	-0.1	98	4	-7	3	26	3	-2
O=C(O)c1ccccc1-c1cc2ccccc2[nH]1	-0.1	-2	0.2	100	-13	12	4	-6	3	12
COc1ccc(-c2cc(C(=O)Nc3cccnc3)c3ccccc3n2)cc1OC	1.5	-3	-0.2	99	-1	4	-6	-6	1	0

This is a subset, so the mix of outcomes need not match the whole.
